MCF10A rereplic = A quantitative high throughput screen for small molecules that induce DNA re-replication in MCF 10a normal breast cells; MCF 10A DNA re-replication, Hoechst nuclear intensity, 48 h; Potency, µM (highest dose often 46.1 µM), without a hit: at the top dose activity, positive = re-replication, usual class: activators; hit rate 2.9% among 350,000; note: potency is the fitted concentration of half-maximal effect; % of control where 0% means no effect; nearly all actives have a fitted effect of over 50% in size
A549 viability = Nrf2 qHTS screen for inhibitors: counterscreen for cytotoxicity | Potency, µM (titrated, usually from 46 µM), for the others: at the highest dose activity change, negative = cytotoxicity, actives largely listed as inhibitors | hit rate 0.16% among 390,000 | A549 ARE-Fluc cells, CellTiter-Fluor viability, 18-24 h; note: potency is the fitted concentration of half-maximal effect; % is set by controls: 0 for no effect and ±100 for the full control effect
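Cytotoxicity counterscreen: CellTiter-Fluor fluorescence was measured in A549 ARE_Fluc cells after 18-24 h of compound exposure in a concentration series. The subsequent BugLite luminescent read reports ARE-luciferase activity.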
Nrf2 block = Nrf2 qHTS screen for inhibitors | AID 504444, 2011 | Potency, µM (top dose mostly 46 µM), for the others: at the highest dose activity change, negative = inhibition, most hits filed as inhibitors | hit rate 2.1% among 360,000 | A549 ARE-Fluc reporter, luciferase luminescence, 18-24 h; note: potency is the fitted concentration of half-maximal effect; % is set by controls: 0 for no effect and ±100 for the full control effect; nearly all actives have a fitted effect of over 60% in size
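Nrf2 function is reported as luminescence of an ARE-controlled luciferase in A549 cells. Compounds were tested at several concentrations, and a CellTiter-Fluor read on the same wells flagged cytotoxicity.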
ATXN viability = Viability Counterscreen for Primary qHTS for Inhibitors of ATXN expression. S2 cells (HEK-293 line with an ATXN2-luciferase reporter) viability, CellTiter-Fluor protease fluorescence, 24 h. Potency, µM (titrated, usually from 56.7 µM), actives largely listed as cytotoxic. hit rate 0.49% among 400,000; note: potency is the fitted concentration of half-maximal effect; nearly all actives have a fitted effect of over 40% in size
IL-1B inflam inh = qHTS for Inhibitors of Inflammasome Signaling: IL-1-beta AlphaLISA Primary Screen; THP-1 LPS/ATP IL-1B secretion, AlphaLISA, 16 h; hits give low values; hit rate 4.7% among 360,000; activity change, % at 57.5 µM; in the data active = activity change below about -50%; inconclusive = mostly about -30% to -49%; note: % is set by controls: 0 for no effect and ±100 for the full control effect
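Secreted IL-1B measured by AlphaLISA bead assay after 16 h compound exposure of THP-1 cells; compounds (final up to 57.5 uM) added 1 h before LPS (250 ng/mL) and ATP (1.25 mM) stimulation; lower signal means less secretion.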
ATXN2 expr inh = Primary qHTS for Inhibitors of ATXN expression; AID 1745845, 2022; HEK-293 ATXN2-luciferase reporter, luminescence, 24 h; Potency, µM (series often up to 57 µM), inactives show top-dose activity change, negative = inhibition, hits mostly inhibitors; hit rate 0.72% among 360,000; note: potency is the fitted concentration of half-maximal effect; % is set by controls: 0 for no effect and ±100 for the full control effect; nearly all actives have a fitted effect of over 55% in size
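qHTS (up to 57 uM final) was run with 24 h compound exposure of reporter cells at 37 °C. Each well was multiplexed: SteadyGlo luminescence measured ATXN2-luciferase expression after a fluorogenic Gly-Phe-AFC viability readout (25 uM final).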
HepG2 viability = qHTS for Inhibitors of TGF-b: Cytotox Counterscreen | hit rate 0.76% among 410,000 | HepG2 CAGA-GFP viability, ATP luminescence, 18 h | Potency, µM (top dose mostly 46.1 µM), without a hit: top-dose activity change, negative = cytotoxicity, most hits filed as cytotoxic | AID 588856, 2011; note: potency is the fitted concentration of half-maximal effect; some results filed as inactive show a strong effect at the top dose
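HepG2 CAGA-GFP cells (1000/well, DMEM with 1% FBS) received compound, then TGF-beta at 500 pg/mL final, and were incubated 18 hours at 37 degrees C. Viability was read by CellTiter-Glo luminescence. Media-only wells were set as complete cell-killing and DMSO as no toxicity.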
TGFb inhibitor = qHTS for Inhibitors of TGF-b; AID 588855, 2011; hit rate 1.2% among 410,000; Potency, µM (series often up to 46.1 µM), without a hit: at the highest dose activity, negative = inhibition, hits mostly inhibitors; HepG2 CAGA-GFP TGF-b/SMAD3 reporter, GFP fluorescence, 18 h; TGF-beta stimulated, 500 pg/mL final; note: potency is the fitted concentration of half-maximal effect; % is set by controls: 0 for no effect and ±100 for the full control effect; nearly all actives have a fitted effect of over 65% in size
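Smad-responsive CAGA-GFP expression was quantified in HEPG2 cells exposed to compounds and 500 pg/mL final TGF-beta for 18 h at 37 degrees C; unstimulated wells defined full inhibition.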
Nrf2 activator = qHTS of Nrf2 Activators; AREc32 ARE-luciferase reporter (MCF7-derived line), luminescence, 24 h; hit rate 0.31% among 410,000; Potency, µM (titrated, usually from 46.1 µM), inactives show at the top dose activation, hits mostly activators; note: potency is the fitted concentration of half-maximal effect; % of control where 0% means no effect; nearly all actives have a fitted effect of over 65% in size
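Reporter line AREc32 (ARE-Fluc), seeded overnight in OPTI-MEM with 5% FBS; compound pin-transferred, 24 hr at 37 deg C, 5% CO2; luminescent read-out.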
Numbers without * were called inactive; i = inactive; ? = inconclusive; . = not tested or not shown; & = joins results of further samples; [ ] = remark or other dose. Unless noted, calls come from the whole dose curve; as a rule, active = well fitted curve in the direction sought with a large enough effect; inconclusive = small, poorly fitted or top-dose-only effect, or another doubt; inactive = no such curve, though single readings can be large; an effect the other way counts as inactive or inconclusive.

SMILES | MCF10A rereplic | A549 viability | Nrf2 block | ATXN viability | IL-1B inflam inh | ATXN2 expr inh | HepG2 viability | TGFb inhibitor | Nrf2 activator
O=C(O)CCCN1C(=O)/C(=C\c2ccc(-c3nc4ccccc4s3)o2)SC1=S | ? | ? | -29% | i | 19 | 2% | 2% | 3% | 16%
Cc1ccc(C)c(N2N=C(C(=O)N(CC(C)C)c3c(N)n(Cc4ccccc4)c(=O)[nH]c3=O)CCC2=O)c1 | -1% | -2% | -16% | ? | 30 | -1% | 1% | -7% | 11%
C/C(CC(=O)Nc1ccccc1C)=N\NC(=O)Cc1csc(N)n1 | 1% | -3% | -8% | i | 0 | -27% | 3% | 3% | -0.1%
CN(C)c1ccnc(Oc2ccc(F)cc2)c1C#N | -19% | -5% | 2% | ? | -4 | 25% | -2% | -5% | -0.1%
COc1cc(/C=C(/C#N)c2nc3ccccc3c(=O)[nH]2)ccc1O | 21% | 19% | 16% | i | -4 | 3% | 0% | 8% | ?
COc1ccccc1CNc1ccc(-c2nc(-c3cccc(C)c3)no2)cc1[N+](=O)[O-] | . | 6% | ? | i | . | -4% | 2% | 21% | 2.5%
Nc1nccnc1C(=O)N/N=C/c1ccco1 | 0% | -20% | -26% | i | 0 | . | 54% | 55%[activator] | 3.1%
CCOc1ccc(NC(=O)C(CC)n2nc(-c3ccc(C)c(C)c3)ccc2=O)cc1 (stereo not given) | . | -8% | -10% | ? | . | 11% | 3% | 2% | -0.4%
Cc1ccc(CN2CCS(=O)(=O)CC2)cc1 | -9% | 9% | . | i | 27 | 1% | 0% | -5% | 0.6%
Cc1cccc(CSc2nc3c(c(=O)n2C)SCC3)c1 | 11% | 2% | ? | i | 8 | -16% | -22% | -22% | ?
NC(=O)c1cc(N)ccc1N1CCCCC1 | ? | -2% | 2% | i | -4 | -18% | 0% | 17% | 0.9%
CSc1ccc(CCNC(=O)C2CCCN(S(=O)(=O)N3CCOCC3)C2)cc1 (stereo not given) | 27% | -5% | 4% | i | 7 | . | -23% | 4% | -0.4%
CCOC(=O)c1sc(=S)n(CC)c1N | -3% | 1% | 2% | i | -11 | 17% | 5% | ? | 0.0%
COc1ccc(S(=O)(=O)N2CCC[C@H]2C(=O)N2CCC[C@H]2C(=O)N[C@@H](C)c2ccccc2)cc1C | . | . | . | i | 24 | -16% | . | . | 0.0%
O=C(O)C1c2ccccc2C(=O)N(Cc2ccc(F)cc2)C1c1ccncc1 (stereo not given) | 2% | -9% | -5% | i | 23 | . | 3% | 7% | 0.8%
N#Cc1cccnc1N1CCN(C(=O)c2cccc3c2C(=O)c2ccc(-c4ccc(Cl)c(C(F)(F)F)c4)cc2S3(=O)=O)CC1 | -2% | -7% | 4% | i | 11 | 7% | 5% | 1% | 0.3%
O=C(CSc1ccc2ccccc2n1)Nc1nsc(-c2ccc(Cl)cc2)n1 | -3% | 0%&-8% | 6%&20% | i | 14 | 14%&16% | 10%&-2% | -3%&5% | 3.2%&1.7%
O=C(CSc1nc2ccccc2[nH]1)NCC1CCCO1 (stereo not given) | -1% | -1% | 29% | i | 22 | 8%[11.3 µM] | -3% | 15% | -0.6%
COc1ccccc1CCN1CCCC(CN(C)C(=O)c2ccoc2)C1 (stereo not given) | -3% | -1% | 15% | i | 6 | -11% | -8% | -4% | -0.2%
CC(C)(Oc1ccc(Cl)cc1)C(=O)OCC(=O)N1CCCC1 | 1% | 1% | -4% | i | -10 | -7% | -49% | 19% | -2.0%
CN(Cc1ccccc1)C(=O)c1ccccc1NC(=O)c1ccco1 | -3% | -1% | 3% | i | 12 | -8% | -1% | 25% | 0.4%
CCOC(=O)/C(=C/Nc1ccc(F)cc1)[N+](=O)[O-] | -1% | 19% | 17% | i | 0 | . | -3% | -2% | 0.9%
O=C(O)C12CC3CC(C1)CC(n1cnc(Cl)n1)(C3)C2 | -9% | -10% | -16% | i | 0 | -1% | 12% | 38%[activator] | 0.9%
CC(=O)[C@@H]1[C@@H](C(=O)c2ccc(C)cc2)[C@]2(C(=O)Nc3ccccc32)[C@H]2C=Cc3cc(F)ccc3N12 | 16µM* | -15% | ? | i | -75* | 5% | -48% | 0% | 13%
O=c1[nH]cnc2c1cnn2Cc1ccccc1Cl | 0% | -3% | -2% | i | -2 | -8% | -1% | 1% | 0.1%

IL-1B inflam inh: entries above that show a hit.
canonical_smiles	IL-1B inflam inh	TGFb inhibitor
CC(=O)[C@@H]1[C@@H](C(=O)c2ccc(C)cc2)[C@]2(C(=O)Nc3ccccc32)[C@H]2C=Cc3cc(F)ccc3N12	-75*	0%

The list continues:
SMILES | MCF10A rereplic | A549 viability | Nrf2 block | ATXN viability | IL-1B inflam inh | ATXN2 expr inh | HepG2 viability | TGFb inhibitor | Nrf2 activator
Cc1oc(CN2CCOCC2)cc1C(=O)O | -1% | -1% | -2% | i | 10 | -3% | -36% | -20% | -0.4%
O=C(O)c1nnn(-c2ccc(F)cc2F)c1-c1ccccc1 | -15% | -2% | 0% | i | -3 | -9% | 3% | 1% | -0.3%
CCN(CC(=O)NCc1cccs1)C(=O)c1ccc(Cl)c(Cl)c1 | 2% | 0% | 6% | i | -17 | -19% | -4% | 0% | 0.2%
O=C(/C=C/c1ccccc1)NC1CCS(=O)(=O)C1 (stereo not given) | 3% | 0% | 6% | ? | 8 | 5% | 3% | -13% | -0.8%
O=S(=O)(NCCCc1ccccc1)c1ccc(Br)cc1 | -1% | 19% | 0% | i | 8 | . | -3% | ? | 0.0%
COC(=O)N/N=C/c1c(C)cc(C)cc1C | -8% | 0% | 15% | ? | -12 | 8% | 9% | -3% | 3.4%
OC(COc1ccc2c(c1)OCO2)CN1CCc2ccccc2C1 (stereo not given) | ? | 4% | 9% | i | ? | -6% | -23% | ? | 0.4%
O=C(Nc1ccc(-c2ccc3nncn3n2)cc1)C1CCCCC1 | 4% | -7% | -4% | i | -17 | 21% | -27% | -3% | 2.4%
COc1ccc(NC(=O)c2cc(-c3ccccc3)on2)cc1 | 1% | 11% | 7% | i | -12 | . | -8% | 6% | 0.0%
Cc1cccc(C(=O)N2CCc3cc(CNS(=O)(=O)c4ccc(F)c(Cl)c4)ccc32)c1 | . | 13% | . | . | . | . | -18% | -12% | -0.4%
CN(C(=O)c1cc2c(s1)-c1ccc(Cl)cc1SC2)c1cccc(C(F)(F)F)c1 | . | -1% | ? | ? | . | -9% | -3% | -9% | -0.8%
Cc1ccoc1C(=O)N1CCCC(CCC(=O)N2CCN(c3ccccn3)CC2)C1 (stereo not given) | -2% | 0% | -1% | i | -23 | 10% | 1% | 1% | -0.2%
CCc1ccc(OCC(=O)NNC(=O)C2CCC2)cc1 | 6% | 8% | 2% | i | -3 | 6% | 5% | 20% | -0.5%
O=C(Cn1nnc(-c2cccs2)n1)NNC(=O)c1ccccc1Cl | 0% | -9% | -6% | i | 42 | 2% | -10% | -9% | 0.2%
O=C(NC(=S)NCc1cccnc1)c1ccc([N+](=O)[O-])cc1 | -3% | 9% | -25% | i | 0 | . | -19% | -26% | 5.4%
COc1cc(OC)c(C(=O)NCCCN2CCOCC2)cc1OC | 0% | 2% | 6% | i | 17 | 16% | -3% | 0% | 0.3%
COc1ccc(S(=O)(=O)N2CCCCC2)cc1NC(=O)c1cccs1 | 17% | 4% | 3% | i | 11 | 13% | 2% | 11% | -0.7%
COc1ccc(NC(=O)C/C(C)=N/NC(=O)c2cnccn2)cc1Cl | 9% | -1% | 15% | i | -15 | -5% | 19% | 16% | 6.3%
CC(C)NCCOCCOc1ccc(Cl)cc1Br | 13% | 5% | 1% | i | ? | 16% | -1% | 4% | 0.4%
CN(CC(=O)Nc1ccc(F)c(F)c1F)C(=O)c1n[nH]c(=O)c2ccccc12 | -8% | -8% | 6% | i | 0 | -2% | -9% | -4% | -1.3%
Cc1ccc(C)n1-c1nnc(N2CCCC(C(=O)NCc3ccc(Cl)cc3)C2)s1 (stereo not given) | . | 5% | ? | . | . | . | -5% | . | 9.6%
CSc1ccc(/C=C/C(=O)OCC(=O)NC(C)C)cc1 | -13% | 4% | ? | i | -5 | -15%[11.3 µM] | 6% | 14% | -0.3%
O=S(=O)(c1cccc(F)c1)N1CCN(Cc2ccc3c(c2)OCO3)CC1 | ? | -8% | -15% | i | 2 | -5% | -3% | 1% | -0.1%
C[C@H](CO)N1C[C@H](C)[C@@H](CN(C)CC2CCCCC2)Oc2c(NS(=O)(=O)c3cn(C)cn3)cccc2C1=O | ? | 11% | 11% | i | 24 | -6% | -6% | -27% | -0.6%
O=C(CCN1C(=O)C2C3C=CC(C4CC34)C2C1=O)Nc1ccc(Cl)cc1O (stereo not given) | 0% | 2% | 8% | i | 5 | -3% | 3% | -4% | ?
Cc1cc(C)c(NC(=O)CCCOC(=O)C2=COCCO2)c(C)c1 | -7% | 0% | 11% | i | 13 | -4% | -2% | ? | 0.2%
Cc1ccc(-c2nc(CS(=O)CC(=O)O)c(C)o2)cc1 (stereo not given) | . | 4% | . | . | . | . | -23% | -13% | -0.3%
COCCn1c(C)cc(C(=O)COC(=O)c2cccnc2SC)c1C | -1% | 9% | ? | i | 7 | 15% | 5% | ? | -0.5%
COc1cc(CNCCc2ccc(F)cc2)ccc1OCc1ccc(Cl)nc1 | 29% | -13% | -3% | ? | -56* | ? | -84% | ? | 3.2%
CC/C(=N\Nc1ccc([N+](=O)[O-])cc1[N+](=O)[O-])c1ccc(O)cc1 | ? | ? | ? | . | -6 | . | -78% | -31% | 4.6%

Single values from the list:
`CCN(CC(=O)NCc1cccs1)C(=O)c1ccc(Cl)c(Cl)c1` | IL-1B inflam inh = -17
`C[C@H](CO)N1C[C@H](C)[C@@H](CN(C)CC2CCCCC2)Oc2c(NS(=O)(=O)c3cn(C)cn3)cccc2C1=O` | Nrf2 activator = -0.6%
